Screening data as filed in PubChem BioAssay.
PTAP TSG101 blk: blocks PTAP/TSG101 interaction to inhibit HIV-1 budding; Fluorescence polarization, FITC-PTAP peptide / Tsg101 binding; Potency, µM (doses to about 115 µM), for the others: top-dose activity change, negative = inhibition, usual class: inhibitors; 340,000 tested, under 10 active; AID 493005; active means well fitted inhibition curve with a large enough effect in the main read-out, with a control signal flat, not every such curve was filed as active; inconclusive means small, poorly fitted or top-dose-only effect, or effect the other way, or a change in a side signal; inactive means no such curve, though single readings can be large or run the other way; further: potency means the concentration at half of the fitted maximal effect; % of control where 0% means no effect
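Tsg101 binding domain (10 uM final) was mixed with compound and a FITC-labeled PTAP peptide (50 nM final) in HEPES pH 7.5 buffer with NaCl, Tween 20, EDTA and TCEP; fluorescence polarization was read after 20 min at r.t.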
Chronic BCR inh: blocks chronic active B-cell receptor signaling. Potency, µM (doses to about 46.1 µM), for the others: at the top dose ratio change, negative = lower green/red ratio, usual class: inhibitors. AID 493014. 0.05% of 340,000 active. ABC-DLBCL IkBa-CBG/CBR reporter, luminescence ratio, 4 h; active means well fitted inhibition curve with a large enough effect in the signal ratio, with a control signal flat, not every such curve was filed as active; inconclusive means small, poorly fitted or top-dose-only effect, or effect the other way, or a change in a side signal; the % refers to the signal ratio;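 further: potency means the concentration at half of the fitted maximal effect; plate controls were basal doxycycline-induced cells for no effect and cells given 10 µM MG132 for full effect; MG132 reads +100%, hits lower the ratio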
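Cell line TMD8 (human ABC DLBCL), stably expressing tet-inducible CBG68-IkBa fusion and CBR; IMDM/0.5% FBS; cpd up to 46 uM; dox induction, 4 h, 37C/5% CO2; dual luminescence; green/red ratio; MG132 control.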
B2AR arrestin: agonists driving beta-arrestin recruitment to human beta2-adrenergic receptor; AID 492947; 0.02% of 330,000 active; Potency, µM (top dose mostly 46.1 µM), for the others: at the top dose activation, most hits filed as activators; beta-arrestin recruitment to beta2AR, cell-based reporter; P07550;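 further: potency means the concentration at half of the fitted maximal effect; 0% = DMSO controls and full agonism = EC100 isoproterenol or metaproterenol; nearly all actives have a fitted effect of over 65% in size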
Giardia killer: Giardia lamblia killing; 0.15% of 340,000 active; activity change, % at 7.66 µM, hits read low; Giardia lamblia trophozoite viability; AID 540267; in the data active means activity change below about -80%; inconclusive means between about -30% and that limit;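 further: parasites exposed to compound for two days anaerobically before the ATP read; on the % scale 0 is the no-effect control and ±100 the full control effect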
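Trophozoites 100 cells/well + cpd; 48 hrs, 37 deg C, anaerobic. ATPLite 1-Step added, 15-30 min RT, luminescence read (ATP-based viability).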
Tb PFK block: inhibitors of T. brucei phosphofructokinase. O15648. T. brucei PFK, ADP-Glo luminescence. Potency, µM (doses to about 57.5 µM), for the others: at the highest dose activity, negative = inhibition, hits mostly inhibitors. 0.17% of 330,000 active. AID 485367;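 further: potency means the concentration at half of the fitted maximal effect; 0% = uninhibited 1x PFK enzyme wells and -100% = no-enzyme wells; nearly all actives have a fitted effect of over 60% in size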
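Activity is normalized to no-enzyme wells (full inhibition) and 1.25 nM enzyme wells (no inhibition). Reaction: 0.5 mM F6P, 0.1 mM ATP, 45 min RT, ADP-Glo luminescence; concentration-response curves fitted and classed by quality.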
FBPA coupling cs: inhibits coupling enzyme system, counter-screen for aldolase hits; AID 2472; 0.67% of 290,000 active; activity change, negative = inhibition, % at 58.2 µM, hits read low; coupling enzyme system counterscreen, AmpLite Red fluorescence; in the data active means activity change below about -30%; further: on the % scale 0 is the no-effect control and ±100 the full control effect
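Activity here indicates interference with the coupling reaction, not aldolase inhibition. Compounds at 57.5 uM final met coupling enzymes for 10 min at RT; substrate and AmpLite Red detection followed, with a 525/598 nm fluorescence read after 20 min.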
Menin-MLL TR inh: displaces Texas Red mutant MLL peptide from human menin; 0.23% of 270,000 active; Menin + Texas Red MLL mutant peptide, fluorescence polarization; Potency, µM (titrated, usually from 61.6 µM), without a hit: at the top dose FP activity change, negative = inhibition, actives largely listed as inhibitors; O00255; active means well fitted inhibition curve with a large enough effect in the polarisation, with a control signal flat, not every such curve was filed as active; inconclusive means small, poorly fitted or top-dose-only effect, or effect the other way, or a change in a side signal; inactive means no such curve, though single readings can be large or run the other way; the % refers to the polarisation; further: potency means the concentration at half of the fitted maximal effect; % of control where 0% means no effect; many of its hits are not listed in these tables
Target sequence (O00255 whole entry, looked up): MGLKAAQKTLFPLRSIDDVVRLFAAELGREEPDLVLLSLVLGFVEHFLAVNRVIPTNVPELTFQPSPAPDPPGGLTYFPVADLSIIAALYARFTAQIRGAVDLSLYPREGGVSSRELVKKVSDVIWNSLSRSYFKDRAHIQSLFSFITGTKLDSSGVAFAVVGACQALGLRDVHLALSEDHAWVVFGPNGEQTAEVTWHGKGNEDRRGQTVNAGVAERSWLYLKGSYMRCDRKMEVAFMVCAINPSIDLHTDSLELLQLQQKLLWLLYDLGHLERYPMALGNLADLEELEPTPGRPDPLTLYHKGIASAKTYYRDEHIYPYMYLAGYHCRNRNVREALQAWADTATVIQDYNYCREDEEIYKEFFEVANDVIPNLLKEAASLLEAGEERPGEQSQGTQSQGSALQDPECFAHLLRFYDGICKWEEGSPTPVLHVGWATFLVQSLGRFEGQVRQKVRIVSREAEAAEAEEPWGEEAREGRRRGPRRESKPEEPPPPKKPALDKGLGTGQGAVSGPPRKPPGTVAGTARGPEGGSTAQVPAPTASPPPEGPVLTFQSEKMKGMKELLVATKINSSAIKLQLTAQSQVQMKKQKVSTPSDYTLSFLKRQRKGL
ASM inhibitor: inhibitors of human secretory acid sphingomyelinase | P17405 | placental ASM, HMU-PC fluorogenic substrate, 60 min | Potency, µM (series often up to 57.5 µM), without a hit: top-dose activity change, negative = inhibition, usual class: inhibitors | 0.006% of 340,000 active | AID 504937; further: potency means the concentration at half of the fitted maximal effect
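Fluorogenic HMU-PC substrate (9 uM final) is turned over by placental ASM in 60 min at 37 C after a 10 min compound preincubation. Reaction ended by alkaline stop (pH 10), with fluorescence read at 386/447 nm.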
GALK inhibitor: galactokinase (human) inhibition; P51570; Potency, µM (highest dose often 57.5 µM), for inactives: top-dose activity change, negative = inhibition, hits mostly inhibitors; 0.007% of 270,000 active; Purified GALK, Kinase-Glo residual ATP luminescence; AID 1868; further: potency means the concentration at half of the fitted maximal effect; on the % scale 0 is the no-effect control and ±100 the full control effect
Target sequence (P51570 whole entry, looked up): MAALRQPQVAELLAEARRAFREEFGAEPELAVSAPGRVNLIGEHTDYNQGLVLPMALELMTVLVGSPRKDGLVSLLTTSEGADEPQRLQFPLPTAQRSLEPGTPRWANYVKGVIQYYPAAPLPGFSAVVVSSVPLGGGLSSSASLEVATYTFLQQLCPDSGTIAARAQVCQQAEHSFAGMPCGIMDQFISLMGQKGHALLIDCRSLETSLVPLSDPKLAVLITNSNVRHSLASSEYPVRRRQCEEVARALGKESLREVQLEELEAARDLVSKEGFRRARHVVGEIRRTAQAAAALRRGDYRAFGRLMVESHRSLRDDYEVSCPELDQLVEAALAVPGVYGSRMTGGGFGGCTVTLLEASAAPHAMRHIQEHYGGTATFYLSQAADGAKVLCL
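The enzyme phosphorylates galactose (100 uM) using ATP (35 uM); inhibition is detected as higher residual ATP, quantified by bioluminescence after 1 h reaction at room temperature, pH 8.0.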
Integrin act MD: activators of alpha7 integrin expression for muscular dystrophy | 0.064% of 350,000 active | alpha7betagal myoblasts, beta-gal FDG fluorescence, 48 h | Potency, µM (doses to about 38.3 µM), for inactives: at the top dose activation, usual class: activators;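 further: potency means the concentration at half of the fitted maximal effect; 100% = response of the positive control SU9516; nearly all actives have a fitted effect of over 60% in size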
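alpha7betagal+/- myoblasts (passage 13, 250/well) treated 48 h at 37C with compounds at 1:260 dilution of DMSO stock. Lysed, then beta-galactosidase activity read as FDG fluorescence (ex 480/em 540) after 30 min, with pre-read for autofluorescence.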
PKM2 act: activators of human pyruvate kinase M2; P14618; purified PKM2, Kinase-Glo ATP luminescence, activation; response scale: 0% is enzyme alone, no compound; Potency, µM (titrated, usually from 57.5 µM), for inactives: at the highest dose activation, usual class: activators; 0.34% of 260,000 active; further: potency means the concentration at half of the fitted maximal effect; on the % scale 0 is the no-effect control and ±100 the full control effect; nearly all actives have a fitted effect of over 55% in size
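hPK-M2, >95% pure; 0.1 mM ADP / 0.5 mM PEP final; imidazole pH7.2 buffer w/ 7 mM MgCl2, 50 mM KCl; 1 h RT; Kinase-Glo lum. Intermediate enzyme activity for dual inhibitor/activator qHTS.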
* = called active by the depositor; ? = inconclusive; / = not tested or not shown; [ ] = dose if it differs, or a comment. Unless noted, the call rests on the fitted dose curve; in most records, active means well fitted curve in the direction sought with a large enough effect; inconclusive means small, poorly fitted or top-dose-only effect, or another doubt; inactive means no such curve, though single readings can be large; an effect the other way counts as inactive or inconclusive. An excerpt, so the mix of outcomes need not match the whole.

Structure	PTAP TSG101 blk	Chronic BCR inh	B2AR arrestin	Giardia killer	Tb PFK block	FBPA coupling cs	Menin-MLL TR inh	ASM inhibitor	GALK inhibitor	Integrin act MD	PKM2 act
NC(=O)c1c(NC(=O)CSc2nnc(-c3ccccc3)n2CC2CCCO2)sc2c1CCC2 (stereo not given)	-3%	4%	-0.4%	-5	-11%	3	-18%	0%	0%	0%	0%
Nc1nc2c(s1)C(=O)CCC2	-3%	?	-0.3%	-11	-3%	2	1%	-2%	6%	20%	5%
CC1CCN(c2c(NCc3ccc(C(=O)N(C)C4CCCCC4)cc3)c(=O)c2=O)CC1	-4%	4%	0.0%	-7	9%	5	/	6%	-2%	-2%	2%
Cc1ccccc1Nc1nc(-c2sc(NC(=O)c3ccc([N+](=O)[O-])cc3)nc2C)cs1	/	?	-0.4%	/	0%	0	?	/	-2%	/	-6%
C=CCC[C@@H](Cc1ccc(F)cc1)C(=O)OCCNC(=O)[C@@H](CC=C)CC(=O)N(CCO)Cc1ccccc1	/	?	-0.3%	-9	3%	/	/	0%	/	-18%	/
O=C(COc1ccc(-c2ccccc2)cc1)N1CCCC1	-5%	0%	0.5%	-4	2%	1	2%	0%	1%	-9%	-1%
CCCc1c(C)nn(-c2ncccc2[N+](=O)[O-])c1C	-6%	?	0.8%	3	0%	2	3%	1%	-4%	-54%[inhibitor]	-35%
COC(=O)Nc1nnc(SCc2ccc(C)cc2)s1	-8%	?	0.3%	-11	0%	1	22%	6%	-3%	28%	6%
COc1ccc(/C=N/N2CCN(c3ccccc3)CC2)cc1Br	-3%	0%	-4.1%	8	1%	1	13%	-2%	-1%	-14%	-4%
COc1ccc(-c2nc(C(F)(F)F)c(OC)o2)cc1OC	-7%	?	-0.7%	-8	1%	-2	-2%	2%	1%	3%	8%
O=C(Nc1cccc(S(=O)(=O)NC2=NCCCCC2)c1)c1cc(-c2ccco2)nc2ccccc12	-1%	-1%	-1.0%	12	2%	-1	/	146%[activator]	-6%	-30%	21%
O=C(NCCN1C(=O)C2C3C=CC(C3)C2C1=O)N1CCOCC1 (stereo not given)	-3%	-2%	0.0%	1	2%	4	-5%	11%	1%	-1%	-1%
Cc1cc(-c2nn(-c3ccccc3F)cc2CN2CCCC(C(N)=O)C2)c(C)s1 (stereo not given)	1%	3%	-0.4%	4	2%	0	-25%	-3%	-2%	3%	-3%
O=C(O)c1nc(-c2ccccc2)n(-c2ccccc2)n1	0%	7%	-0.8%	7	1%	16	-1%	3%	0%	7%	-2%
Cc1ccc(NC(=S)N(CCCN(C)C)Cc2cc3cc4c(cc3[nH]c2=O)OCO4)c(C)c1	-2%	?	-0.4%	22	-3%	0	-12%	4%	-2%	0%	-1%
COC(=O)c1ccc(C2Nc3ccccc3NC3=C2C(=O)CC(C)(C)C3)cc1 (stereo not given)	0%	0%	-0.7%	34[activator]	0%	2	1%	0%	7%	11%	-17%[11.5 µM]
Cc1cccc(/C(N)=N/OC(=O)c2ccccc2Cl)c1	-5%	0%	-0.1%	7	-3%	-1	19%	-2%	10%	-13%	-14%
O=C1C2CCCCC2C(=O)N1c1ccc(NC2CCN(Cc3ccccc3)CC2)c([N+](=O)[O-])c1 (stereo not given)	2%	0%	-0.2%	2	-3%	2	1%	-12%	10%	-37%	3%
O=C(NCCc1ccc(Cl)cc1)c1ccc2c(c1)OCCO2	-2%	0%	-0.4%	?	-2%	0	?	-1%	1%	36%	23%
COc1ccc(OC)c(S(=O)(=O)NCCC2=CCCCC2)c1	-2%	-3%	-0.2%	1	-7%	-5	-11%	-1%	0%	-24%	0%
COc1ccccc1CNC(=O)C1CCCN(S(=O)(=O)c2ccc3c(c2)C(C)(C)C(=O)N3C)C1 (stereo not given)	-3%	-1%	-2.4%	-3	-4%	1	-2%	1%	/	-35%	1%
COc1ccc(C(=O)N2CCCC(C(=O)c3ccccc3OC)C2)cc1OC (stereo not given)	-3%	-9%	-1.0%	-3	-13%	/	/	0%	4%	-4%	/
Cc1cc(Nc2ccc(F)cc2F)n2nc(C)nc2n1	-1%	-2%	-0.8%	1	1%	-1	-3%	-4%	0%	-16%	13%
CC(=O)Nc1ccc(NC(=O)C(C)OC(=O)c2cc(S(=O)(=O)N3CCOCC3)ccc2Cl)cc1 (stereo not given)	2%	?	-0.1%	-7	-5%	/	/	-1%	/	-1%	/
Cc1ccc(-c2cc(C(=O)N3CCN(c4ccc(F)cc4)CC3)c3ccccc3n2)o1	-8%	0%	-0.2%	-7	6%[0.46 µM]	1	5%	169%[activator]	-2%	4%	?
COc1ccc(CC(=O)Nc2cc(Cl)ccc2N2CCCC2)cc1	-4%	?	-0.2%	-2	0%	0	-19%	9%	-3%	-8%	-1%
O=C(CN1C(=O)c2cccnc2Oc2ccc(Cl)cc21)NCCc1ccccc1	-9%	-2%	0.5%	-21	-3%	/	/	-1%	1%	-7%	/
Cc1cc(C(=O)COC(=O)c2cc(Cl)ccc2N)c(C)n1Cc1ccco1	0%	0%	6.5%	0	-12%	2	0%	222%[activator]	2%	15%	4%
COc1ccc(-c2nnn3c2nc(NCc2ccccc2)c2ccccc23)cc1	-3%	-12%	-1.0%	-5	-2%	1	16%	66%[activator]	-2%	7%	8%
Cc1nc(-c2ccccc2)sc1C(=O)CSc1ccc(Cl)cc1	-8%	?	-0.2%	4	-10%	-2	-12%	-11%	2%	2%	3%
Cc1ccc(-n2c(Cc3ccccc3)n[nH]c2=S)c(C)c1	-4%	?	3.6%	-1	-10%	3	-15%	2%	3%	-939%[inhibitor]	-17%
CC(=O)Nc1ccccc1OC(C)C(=O)N1CCC(C)CC1 (stereo not given)	-3%	-3%	-0.1%	-4	-2%	1	-2%	1%	7%	11%	5%
COc1ccc(C(=O)N2CCOC2CNC(=O)C(=O)NCc2ccccc2Cl)cc1 (stereo not given)	1%	-12%	-1.0%	-10	3%	-1	-5%	-2%	4%	-1%	1%
CC(C)C(NC(=O)c1ccccc1)C(=O)NC1CCCc2ccccc21 (stereo not given)	-2%	3%	0.2%	10	3%	/	/	4%	/	0%	/
O=C(N/N=C/c1coc2ccccc2c1=O)c1ccc(Cl)cc1	/	-10%	-0.5%	28	3%	5	10%	-1%	7%	22%	1%
Cc1c(C=O)c2ccccn2c1C(=O)c1ccccc1	0%	?	0.0%	9	0%	-2	-8%	-6%	-2%	21%	2%
O=c1cc2c(nn1Cc1cccc([N+](=O)[O-])c1)-c1ccccc1CC2	-8%	?	0.0%	1	1%	-1	-16%	-2%	1%	1%	-6%
Cc1ccc(NC(=O)c2ncn(CC(=O)NCc3nc4ccccc4[nH]3)n2)cc1C	1%	0%	-0.6%	6	0%	/	/	3%	/	-1%	/
C[C@@]12C(=O)N(c3cccc(Cl)c3)C(=O)N1[C@@H]1c3ccccc3OC[C@@H]1[C@H]2c1ccccc1	-4%	6%	0.0%	?	0%	/	/	-9%	/	0%	/
O=C(Nc1ncc(C(F)(F)F)cc1Cl)c1ccc(S(=O)(=O)N2CCOCC2)cc1	-1%	7%	-0.2%	9	0%	1	-5%	-1%	9%	-6%	1%
O=C(Nc1cc2c3c(c1)CC(=O)N3CCC2)c1ccccc1C(F)(F)F	0%	-21%	0.0%	-1	4%	/	/	2%	/	2%	/
CC(=O)c1ccc(S(=O)(=O)N(CCCO)Cc2cc3cc4c(cc3[nH]c2=O)OCCO4)cc1	-8%	?	0.1%	-4	1%	1	-18%	10%	-2%	-4%	/
CC(=O)Nc1cccc(-n2nnc(SCC(N)=O)n2)c1	-3%	0%	-0.1%	-1	-4%	1	/	3%	2%	2%	-1%
c1ccc2[nH]c(SCc3ccc(-c4nnco4)cc3)nc2c1	-2%	0%	0.2%	-25	-2%	-3	2%	1%	3%	7%	-15%
C[C@@H]1C=C(C(=O)O)O[C@H](OCc2ccc(CO)cc2)C1	-1%	3%	0.4%	-8	4%	-2	-12%	5%	2%	3%	0%
COc1ccc(-n2nc(C(=O)NCC3CCCO3)c3ccccc3c2=O)cc1 (stereo not given)	-9%	3%	0.5%	17	-1%	1	-5%	6%	1%	3%	0%[0.46 µM]
